Pf apPOL block: Pf-apPOL inhibitors, biochemical, fluorescence; Recombinant Pf-apPOL, molecular beacon fluorescence, 1.5 h; inhibition, % at 10 µM; 210,000 tested, 0.25% active
mHTT CaM bind: mutant huntingtin-calmodulin interaction inhibitors – biochemical, AlphaScreen, primary screen | inhibition, % at 15 µM | AID 1671202, 2021 | AlphaScreen His-mHTT/GST-CaM binding, luminescence | 190,000 tested, 3.6% active | P42858;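 further: 0% = both proteins with DMSO and 100% = one protein alone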
The depositor's hits bear a star; i = inactive; · = no result given; & = joins results of further samples. No stated cut-off is given here; in the data, active means inhibition above about 50%; inactive means the rest. Only part of the results is shown; count on the stated rates, not on these rows.

molecule,Pf apPOL block,mHTT CaM bind
COC(=O)c1cc(Nc2ccc(F)cc2)c2cccc(OC)c2n1,-1,-8
CCC(Sc1nncn1C)C(=O)Nc1ccc(OC(F)(F)F)cc1 (stereo unspecified),-2,-3
O=C(Nc1ccc(-n2nncc2-c2ccccc2)cc1)c1ccc(S(=O)(=O)N2CCCC2)cc1,0,11
COc1cc(C2SCCS2)cc(Br)c1Oc1nc2cc(Cl)ccc2s1,-12,·
CC(C)(C)[C@H]1CCC(=O)N([C@H](CSc2ccccc2)Cc2ccccc2)CC1,-6,6
COc1ccc(NS(=O)(=O)c2cc3c(s2)CCN(C(=O)C2CCC2)C3)cc1,-6,4
COC(=O)c1sc(-c2ccc(Cl)cc2)cc1NC(=O)c1c(-c2ccccc2)noc1C,22,·
CC(Oc1ccccc1)C(=O)NC1CC(O)C(CO)C1 (stereo unspecified),-5,-4
NC(=O)C1CCN(Cc2ccccc2)CC1,-4,-4
Cc1cc(C(=O)Nc2ccccc2N2CCOCC2)ccc1[N+](=O)[O-],-1,2
Cc1nc(-c2ccc(C(=O)N3CCCC3)cc2)no1,-2,0
CCCNC(=O)c1ccc(-c2nc(-c3ccccc3)no2)cc1,-4,-5
COc1cc(/C=C2\OC(=O)c3c2cc(C)[nH]c3=O)ccc1O,-23,7
COc1cccc(CC(=O)N2CC3CC(NC(=O)c4ccccc4)C2C3)c1 (stereo unspecified),-1,5
c1ccc(Nc2ncnc3c2oc2ccccc23)cc1,-2&-5,5&6
CN(C)c1cc(C(=O)NC2CCCC2)c2ccccc2n1,4,-6

Of the compounds above, 4 contain a halogen.
molecule,Pf apPOL block,mHTT CaM bind
COC(=O)c1cc(Nc2ccc(F)cc2)c2cccc(OC)c2n1,-1,-8
CCC(Sc1nncn1C)C(=O)Nc1ccc(OC(F)(F)F)cc1 (stereo unspecified),-2,-3
COc1cc(C2SCCS2)cc(Br)c1Oc1nc2cc(Cl)ccc2s1,-12,·
COC(=O)c1sc(-c2ccc(Cl)cc2)cc1NC(=O)c1c(-c2ccccc2)noc1C,22,·

(next part)
molecule,Pf apPOL block,mHTT CaM bind
Cc1nnc2sc(C(=O)Nc3ccccc3)c(C(=O)O)n2c1=O,3,3
Cc1ccc(N=C2NC(=O)C(CC(=O)O)S2)cc1 (stereo unspecified),1,1
Cn1cnnc1SCC(=O)Nc1ccc(C(C)(C)C)cc1,-2,·
COc1ccc(NC(=O)Nc2nnc(CSCc3ccccc3F)s2)cc1,-5,-1
N#CC(=CNc1ccccc1Cl)S(=O)(=O)c1ccccn1,-3,·
CN1C(=O)S/C(=C/c2cn(CC(=O)N3CCOCC3)c3ccccc23)C1=O,-1,21
COCCc1nc(C2CCCN(Cc3ccc(C)s3)C2)n[nH]1 (stereo unspecified),-10,8
Cc1ccc(CN2C(=O)N(c3ccc(F)cc3)c3ncccc3S2(=O)=O)cc1,-6,-5
Cc1ccccc1Oc1nc2c(c(=O)n(C)c(=O)n2C)n1Cc1ccccc1,-8,18
CS(=O)(=O)N1CCc2ccc(NC(=O)Nc3ccccc3Br)cc21,-2,6
CC(NC(=O)Nc1cccc(Cl)c1)c1ccccc1 (stereo unspecified),-5,-3
CCN(CC)c1ccc(/C=c2\sc3nc(-c4ccccc4)nn3c2=O)cc1,-6,2
S=c1[nH]nc(-c2ccccc2)n1/N=C\C=C\c1ccccc1,·,i
COc1cc(OC)cc(-n2nc(C(=O)N3CCCC3)c3ccccc3c2=O)c1,3,-1
CCOC(=O)N1[C@@H](COCc2ccccc2)C=CCS1(=O)=O,-1,-2
COCCCNC(=O)C1CCN(CC2CC=CCC2)CC1 (stereo unspecified),-8,-4
CCCCOc1ccc(S(=O)(=O)N2CCSC2c2ccc(OC)c([N+](=O)[O-])c2)cc1 (stereo unspecified),-2,7
CS(=O)(=O)Nc1cccc(NC(=O)CCn2nnc3ccccc3c2=O)c1,1,-22
O=C(NC1CC2CC1N(C(=O)c1ccccc1C(F)(F)F)C2)c1ccccc1 (stereo unspecified),-4,-5
COc1ccccc1OCC(=O)NCCC1=CCCCC1,-5,-4
CC1=C(C#N)C(=O)NC(=O)/C1=C\c1ccc(-c2ccccc2C(=O)O)o1,-5,15
COc1ccc(Cl)cc1NC(=O)c1c(NCc2ccccn2)sc2c1CCCC2,-17,75*
COc1ccc(-n2nnnc2CNC(=O)c2cccc([N+](=O)[O-])c2C)cc1,-2,1
O=C(Cc1ccccc1Cl)NCC1CCN(c2cc(-c3ccncc3)[nH]n2)CC1,-9,-5

Entries listed so far with bromine, in the order listed:
molecule,Pf apPOL block,mHTT CaM bind
COc1cc(C2SCCS2)cc(Br)c1Oc1nc2cc(Cl)ccc2s1,-12,·
CS(=O)(=O)N1CCc2ccc(NC(=O)Nc3ccccc3Br)cc21,-2,6

7 successive entries out of the list so far:
molecule,Pf apPOL block,mHTT CaM bind
CCCCOc1ccc(S(=O)(=O)N2CCSC2c2ccc(OC)c([N+](=O)[O-])c2)cc1 (stereo unspecified),-2,7
CS(=O)(=O)Nc1cccc(NC(=O)CCn2nnc3ccccc3c2=O)c1,1,-22
O=C(NC1CC2CC1N(C(=O)c1ccccc1C(F)(F)F)C2)c1ccccc1 (stereo unspecified),-4,-5
COc1ccccc1OCC(=O)NCCC1=CCCCC1,-5,-4
CC1=C(C#N)C(=O)NC(=O)/C1=C\c1ccc(-c2ccccc2C(=O)O)o1,-5,15
COc1ccc(Cl)cc1NC(=O)c1c(NCc2ccccn2)sc2c1CCCC2,-17,75*
COc1ccc(-n2nnnc2CNC(=O)c2cccc([N+](=O)[O-])c2C)cc1,-2,1

Later entries:
molecule,Pf apPOL block,mHTT CaM bind
CC(C)(Oc1ccc(Cl)cc1)C(=O)Nc1cccnc1,-2,2
O=C1CC(N2CCOCC2)C(=O)N1CCc1ccccc1 (stereo unspecified),-4,12
COc1ccc(-n2nc3c(c2NC(=O)c2ccccc2OC)CS(=O)C3)cc1 (stereo unspecified),0,-4
O=S(=O)(Nc1ccccc1N1CCOCC1)c1ccc2c(c1)OCC2,2,·
O=C(NCc1cc(F)ccc1F)C1CCCN(c2cnn(Cc3ccccc3)c(=O)c2)C1 (stereo unspecified),-3,3
Cc1sc2nc(C)n(Cc3c(F)cccc3F)c(=O)c2c1C,-1,-10
Cc1cccc(NC(=O)N2CCCC2c2nc(-c3ccccc3C)no2)c1 (stereo unspecified),-2,-4
CCOc1ccccc1Nc1ncnc2c1nc1n2CCCC1,-8,1

Among those listed so far, 3 contain a COOH group:
molecule,Pf apPOL block,mHTT CaM bind
Cc1nnc2sc(C(=O)Nc3ccccc3)c(C(=O)O)n2c1=O,3,3
Cc1ccc(N=C2NC(=O)C(CC(=O)O)S2)cc1 (stereo unspecified),1,1
CC1=C(C#N)C(=O)NC(=O)/C1=C\c1ccc(-c2ccccc2C(=O)O)o1,-5,15

Following part
molecule,Pf apPOL block,mHTT CaM bind
COCc1[nH]nc2c1C1(CCC(C(C)(C)C)CC1)C(C#N)=C(N)O2 (stereo unspecified),·,-4
O=C(C=Cc1ccco1)NCCC1=CCCCC1,18,1
COc1cc2c(cc1OC)-c1nnc(C)n1C(C)(C)C2,-2,-3
COc1cccc(CCC(=O)O)c1OC,-6,1
COc1cccc(N2C(=O)CC(SCC(=O)Nc3ccc(Cl)cc3)C2=O)c1 (stereo unspecified),-10,-2
O=C(NC1CCN(Cc2ccccc2)CC1)c1cn2c(n1)CSCC2,-5,-1
COc1ccc(CNC(=O)c2nnn(-c3ccc(OC(F)(F)F)cc3)c2N)cc1,0,0
CN1C(=O)C2(CCN(C(=O)Nc3ccccc3F)C2)c2ccccc21 (stereo unspecified),2,2
Cc1cc(C=C2C(=O)N(C)C(=O)N(C)C2=O)c(C)n1-c1ccc(Cl)c(Cl)c1,5,-1
CC(C)NC(=O)c1nsc(C(=O)NCCc2cccs2)c1N,-11,-3
O=C(NCc1ccccc1)c1cn(-c2ccccc2)nc1-c1cccnc1,5,15
CN(CCO)C1CN(Cc2cn(Cc3ccccc3C(F)(F)F)nn2)S(=O)(=O)C1 (stereo unspecified),1,-5
COc1ccccc1CNC(=O)c1sc2nc(C)nc(N3CCC(C)CC3)c2c1C,5,4
CC(=O)Nc1ccc(S(=O)(=O)N2CCN(Cc3nc(C(C)(C)C)cs3)CC2)cc1,-3,-7
Cc1ccc(S(N)(=O)=O)cc1NC(=O)Nc1ccccc1,-1,-1
O=C(CSc1nc2c(c(=O)n1-c1ccc(Cl)cc1)SCC2)Nc1nccs1,-9,8
CN1CCC(NC(=O)C2CCN(c3nc4ccc(-c5cccnc5)nc4s3)CC2)CC1,0,1

Screening results: PubChem, University of Kansas High Throughput Screening Laboratory
